D2 agonist: activates the human D2 dopamine receptor. HEK293 T-REx D2 cells, calcium flux agonist mode. activation, % at 2 µM. 340,000 tested, 0.53% active. AID 485358;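 active = activation over 3 SD above normal in the single-dose calcium agonist read, cut at about 30% in these data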; also: 0% is about no effect
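Agonism scored from kinetic calcium signal (1 read/sec, 180 s) following compound pin transfer, after a 10 s baseline. Cells: HEK293 Trex line expressing inducible D2 receptor coupled to calcium, dye-loaded after overnight culture at 30 C.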
TrxR1 substrate: is turned over as a substrate by rat TrxR1. purified TrxR1 substrate turnover, NADPH consumption readout. Potency, µM (series often up to 114 µM), for inactives: top-dose activity change, negative = substrate turnover. 390,000 tested, 0.01% active; also: potency is read from the fitted curve at half-maximal effect; % is scaled to controls: 0 for no effect and ±100 for the full control effect; nearly all actives have a fitted effect of over 50% in size
Target sequence (O89049 whole entry, looked up): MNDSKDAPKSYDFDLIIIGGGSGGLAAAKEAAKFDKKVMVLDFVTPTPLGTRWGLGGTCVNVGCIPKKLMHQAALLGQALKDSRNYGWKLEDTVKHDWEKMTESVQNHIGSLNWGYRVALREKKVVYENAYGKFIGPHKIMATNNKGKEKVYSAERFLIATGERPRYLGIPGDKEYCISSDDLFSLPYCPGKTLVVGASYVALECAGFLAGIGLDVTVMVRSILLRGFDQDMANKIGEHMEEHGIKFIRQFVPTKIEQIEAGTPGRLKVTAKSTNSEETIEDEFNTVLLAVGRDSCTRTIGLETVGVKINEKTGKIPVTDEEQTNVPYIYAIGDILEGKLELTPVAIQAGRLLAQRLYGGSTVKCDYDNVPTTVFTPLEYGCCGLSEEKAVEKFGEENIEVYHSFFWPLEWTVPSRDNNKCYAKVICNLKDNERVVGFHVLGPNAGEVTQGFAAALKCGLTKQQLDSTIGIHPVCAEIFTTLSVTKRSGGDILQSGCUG
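Rat TrxR1, dispensed at 90 nM, was prereduced with 400 uM NADPH (final) for 5 min at ~22 deg C, then incubated with compound 15 min before 400 uM selenite. A first-read NADPH fluorescence drop versus no-compound background flagged substrates.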
mIDH1 inhibitor: blocks human mutant IDH1 R132H enzyme; O75874; IDH1-R132H enzyme, NADPH consumption, diaphorase/resazurin fluorescence; Potency, µM (doses to about 76.6 µM), without a hit: top-dose activity change, negative = inhibition, most hits filed as inhibitors; 390,000 tested, 0.093% active; AID 602179; also: potency is read from the fitted curve at half-maximal effect; % is scaled to controls: 0 for no effect and ±100 for the full control effect; nearly all actives have a fitted effect of over 65% in size
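IDH1-R132H (0.5 ug/mL) preincubated 30 min with compound, then NADPH (0.016 mM) and alpha-KG (2 mM) added; 80 min at RT, pH 7.5. Remaining NADPH coupled via diaphorase/resazurin to fluorescence (540/590 nm); concentration-response curves normalized to no-enzyme control.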
USP1 inh: blocks the human USP1/UAF1 deubiquitinase complex; O94782; recombinant USP1/UAF1, Ub-Rhodamine cleavage fluorescence; Potency, µM (top dose mostly 57.1 µM), without a hit: at the top dose activity change, negative = inhibition, actives largely listed as inhibitors; 390,000 tested, 0.23% active; also: potency is read from the fitted curve at half-maximal effect; % is scaled to controls: 0 for no effect and ±100 for the full control effect; nearly all actives have a fitted effect of over 60% in size; inactives centre near -12
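In this screen, compounds sit with the deubiquitinase complex (1nM) for 15 min at room temperature before Ub-Rho is added at 150nM final. Fluorescence rise is then followed for 6 reads every 60 seconds.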
rTrxR1 inhibitor: inhibitors of rat thioredoxin reductase 1 | O89049 | recombinant rTrxR1, NADPH fluorescence consumption, selenite substrate | Potency, µM (doses to about 114 µM), inactives show top-dose activity change, negative = inhibition, usual class: inhibitors | 390,000 tested, 1% active; also: potency is read from the fitted curve at half-maximal effect; % is scaled to controls: 0 for no effect and ±100 for the full control effect; nearly all actives have a fitted effect of over 65% in size
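Rat TrxR1 (90 nM in the dispensed reagent) was pre-reduced with 400 uM NADPH for 5 min at room temperature, then incubated with compound for 15 min. After 400 uM selenite was added, NADPH fluorescence (Ex 340/Em 450 nm) was followed for 8 min.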
D2 antag: antagonizes the human D2 dopamine receptor | P14416 | HEK293 TREx D2 cells, calcium flux, dopamine EC80 | inhibition, % at 10 µM | 340,000 tested, 2% active | AID 485344; in the data active = inhibition above about 30%; also: 0% is about no effect
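Read-out: kinetic calcium fluorescence (1 cycle/s) in inducible HEK293 T-REx D2 cells after an EC80 dopamine addition that followed 180 s compound preincubation. Loss of the dopamine response indicates antagonism.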
TRHR ag: activates the human TRH receptor. P34981. TRHR cells, calcium flux fluo-8, FDSS agonist mode. activation, % at 2 µM. 360,000 tested, 0.18% active. AID 493084; in the data active = activation above about 30%; also: 0% is about no effect
Target sequence (P34981 whole entry, looked up): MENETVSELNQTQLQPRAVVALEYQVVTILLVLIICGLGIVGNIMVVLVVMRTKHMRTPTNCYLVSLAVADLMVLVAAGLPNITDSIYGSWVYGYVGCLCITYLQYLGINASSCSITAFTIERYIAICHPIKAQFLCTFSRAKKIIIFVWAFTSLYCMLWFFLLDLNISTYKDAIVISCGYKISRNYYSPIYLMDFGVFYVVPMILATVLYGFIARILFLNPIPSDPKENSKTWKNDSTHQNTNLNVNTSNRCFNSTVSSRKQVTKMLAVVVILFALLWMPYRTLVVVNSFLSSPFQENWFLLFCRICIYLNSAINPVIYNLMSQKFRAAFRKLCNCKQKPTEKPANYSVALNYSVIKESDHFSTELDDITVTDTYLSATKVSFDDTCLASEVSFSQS
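Read-out: compound-evoked intracellular calcium rise in TRHR cells, fluo-8 dye, kinetic FDSS fluorescence at 1 s/cycle following a 10-cycle baseline. Cells cultured overnight before dye loading (30 min–1.5 h, RT).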
TRHR enhancer: allosterically enhances the human TRH receptor; TRHR cells, fluo-8 calcium fluorescence, EC20 TRH enhancement; P34981; enhancement, % at 2 µM; AID 493056; 360,000 tested, 0.66% active; in the data active = enhancement above about 30%; also: 0% is about no effect
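TRHR-expressing cells loaded with fluo-8 calcium dye were read kinetically (ex 480/em 530) during compound addition, then stimulated with an EC20 of TRH (10 nM final). Enhancement of the Gq-mediated intracellular calcium response was scored.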
Pin1 inhibitor: blocks the human prolyl isomerase Pin1. Pin1 FP peptide displacement, HiFluor488, 10 min. Potency, µM (series often up to 115 µM), for inactives: at the highest dose activity, negative = inhibition, most hits filed as inhibitors. AID 504891. Q13526. 390,000 tested, 0.009% active; active = well fitted inhibition curve with a large enough effect in the polarisation, with a control signal flat, not every such curve was filed as active; inconclusive = small, poorly fitted or top-dose-only effect, or effect the other way, or a change in a side signal; inactive = no such curve, though single readings can be large or run the other way; the % refers to the polarisation; also: potency is read from the fitted curve at half-maximal effect; % is scaled to controls: 0 for no effect and ±100 for the full control effect
Target sequence (Q13526 whole entry, looked up): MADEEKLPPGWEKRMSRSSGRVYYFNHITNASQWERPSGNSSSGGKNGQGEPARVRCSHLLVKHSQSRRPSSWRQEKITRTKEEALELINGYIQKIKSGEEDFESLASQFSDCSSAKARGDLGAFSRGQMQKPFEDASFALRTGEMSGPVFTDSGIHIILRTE
* marks the source's active call; other numbers are inactive results; ? = inconclusive; / = not tested or not shown; [ ] = dose if it differs, or a comment. Unless noted, calls follow the shape of the dose curve; as a rule, active = well fitted inhibition curve with a large enough effect; inconclusive = small, poorly fitted or top-dose-only effect; inactive = no such curve, though single readings can be large or run the other way. An excerpt (hit frequency here may not be typical).

Sequence of screens: D2 agonist | TrxR1 substrate | mIDH1 inhibitor | USP1 inh | rTrxR1 inhibitor | D2 antag | TRHR ag | TRHR enhancer | Pin1 inhibitor
[1] COc1ccccc1OC(C)C(=O)Nc1nc(-c2ccc(S(=O)(=O)N3CCOCC3)cc2)cs1 (centres undefined)
→ 1.0 | 5% | 4% | -23% | 28% | 9 | 0.8 | -1 | 12%
[2] CCCCOC(=O)c1cc(Cl)c(O)c(OC)c1
→ -0.4 | 1% | 4% | -26% | 12% | 11 | -1.0 | 40* | 2%
[3] O=C(CC1CCCCC1)Nc1ncn[nH]1
→ -0.7 | 1% | -1% | -6% | 4% | -4 | -0.4 | 10 | -1%
[4] COc1ccc(OCc2ccc(-c3nc(C#N)c(N4CCN(c5cccc(Cl)c5)CC4)o3)o2)cc1
→ 1.7 | 11% | -6% | 0% | 42%[activator] | / | 0.7 | -3 | 0%
[5] Cc1csc(SCCn2c(N3CCCC3)nc3c2c(=O)[nH]c(=O)n3C)n1
→ 0.6 | -8% | 0% | 3% | -10% | -10 | -1.0 | -8 | 0%
[6] CC1C(=O)C(C)C(c2cccs2)NC1c1cccs1 (centres undefined)
→ -1.7 | 11%[57.1 µM] | 2% | 1% | 33%[57.1 µM] | -3 | -0.6 | -16 | -2%
[7] COC(=O)c1c(N)sc(C(=O)NCCc2ccccc2)c1C
→ 10 | -12% | 18% | -19% | -14% | -22 | -2.1 | -2 | -9%
[8] O=C(Nc1ccc2nc3n(c(=O)c2c1)CCCCC3)C(=O)N1CCN(c2ccccc2)CC1
→ -0.4 | -3%[57.1 µM] | 9% | -20% | 6%[57.1 µM] | 3 | -0.6 | -2 | 4%
[9] O=C(NCc1cccs1)c1csc2c1CCCCC2
→ -0.9 | 4% | 16% | 5% | 10% | 3 | -0.4 | -13 | -13%
[10] CCNc1nc(C)c2cc(Br)c(=O)n(CC)c2n1
→ -0.1 | 327%[activator] | 2% | -16% | 109%[activator] | 1 | -0.4 | 8 | -3%
[11] Cc1cc(C)nc(N2CCCC(C(=O)NNC(=O)c3ccncc3)C2)n1 (centres undefined)
→ -0.6 | 8% | 10% | -18% | 1% | 1 | -1.0 | 3 | 0%
[12] COc1ccccc1NS(=O)(=O)c1cccc(C(=O)OCC(=O)NC2CC2)c1
→ 0.4 | 13%[57.1 µM] | -2% | -18% | 3% | 12 | -0.1 | -6 | -6%
[13] COc1ccc(C2C(C(=O)OCC(=O)NC(C)(C)C)CCC(=O)N2c2ccc(C)cc2)cc1OC (centres undefined)
→ -0.1 | 1% | 0% | -5% | 13% | -8 | -0.4 | -11 | 4%
[14] CN(CCC#N)S(=O)(=O)c1ccc2c(c1)c(=O)n(C)c(=O)n2C
→ / | 3% | 6% | -20% | -1% | / | 0.1 | -1 | 3%
[15] CCOC(=O)c1ccc(-c2ccc(C3Nc4ccccc4C(=O)N3O)o2)cc1 (centres undefined)
→ -0.7 | -12% | 0% | 3% | ? | 4 | -0.2 | 0 | 4%
[16] O=C(C(c1ccccc1)c1ccccc1)N1CCC(c2nc(-c3ccccc3Cl)no2)CC1
→ / | -2%[57.1 µM] | -2% | 0% | -6%[57.1 µM] | / | / | / | 3%
[17] COc1ccc(N(CC(=O)Nc2ccc3c(c2)OCO3)S(=O)(=O)c2ccc(F)cc2)cc1
→ -0.3 | -12% | 8% | -7% | -2% | -5 | -0.9 | 5 | ?
[18] CCn1c(=O)n(CC)c2cc(N3CCCCC3)c(NC(=O)Nc3ccccc3Cl)cc21
→ 3.6 | 2%[57.1 µM] | 20% | -13% | 10%[57.1 µM] | / | -0.3 | 1 | ?
[19] COc1ccc(C2CCCN2C(=S)Nc2cccc(C)c2)cc1OC (centres undefined)
→ 0.2 | 12% | 3% | -12% | 21% | -5 | -1.0 | 2 | -2%
[20] CC(=O)N1CCSc2ccc(S(=O)(=O)NCc3ccccc3)cc21
→ -0.4 | 1% | 0% | -25% | 12% | -10 | 0.4 | 1 | -5%
[21] CCOc1ccc2oc(C(=O)O)c(C)c2c1
→ 0.5 | 29% | 3% | -18% | 17% | -9 | 0.4 | 3 | 0%
[22] O=S(=O)(c1ccccc1)n1ccc2ccccc21
→ 0.2 | 1%[57.1 µM] | 2% | -1% | 11%[57.1 µM] | 9 | -1.8 | 10 | 3%
[23] Cc1cc(C(C)(C)C)cc(C)c1S(=O)(=O)N1CC(=O)Nc2ccccc21
→ -0.9 | -5% | 1% | -24% | 2% | -13 | 0.0 | -3 | 0%
[24] O=C(CSc1nnnn1-c1cccnc1)Nc1ccc(OCc2ccccc2)cc1
→ 0.2 | 6% | 8% | -11% | 27% | 17 | 0.0 | 6 | 3%
[25] CCOC(=O)c1ccc(N2CCN(c3ccc(F)cc3)CC2)c(NC(=O)Nc2ccc(CC)cc2)c1
→ -0.7 | -3%[57.1 µM] | -6% | 2% | 28%[57.1 µM] | / | -0.5 | -1 | 2%
[26] CC(C)N(C(=O)[C@H]1C[C@H](CC(=O)NC(C)(C)C)C(=O)N2CCc3c([nH]c4cc(-c5ccco5)ccc34)[C@]12C)C(C)C
→ / | 21% | -4% | ? | -15% | / | / | / | 15%
[27] O=C(Nc1ccc(N2CCN(C(=O)c3cccs3)CC2)cc1)c1ccco1
→ -0.1 | 4%[57.1 µM] | -1% | -2% | 15%[57.1 µM] | -15 | 0.1 | 4 | -8%
[28] S=C(NCCc1ccccn1)NC1CCCCC1
→ -0.3 | -2% | 1% | -16% | -21% | -7 | 0.4 | 3 | 7%
[29] c1ccc2c(c1)oc1c(Nc3ccc(CN4CCOCC4)cc3)ncnc12
→ -0.3 | -1% | 10% | -6% | -8% | -13 | -0.2 | 3 | 2%
[30] O=C(OC(C(=O)NCc1ccco1)c1ccc(Cl)cc1)c1cccs1 (centres undefined)
→ 0.2 | 0% | -7% | -12% | 3% | 9 | 0.6 | -1 | -1%
[31] C#CCOCCOCCOCCNc1nc(N2CCN(C(=O)[C@H]([C@@H](C)CC)n3cc([C@@H](N)Cc4ccc(O)cc4)nn3)CC2)nc(N2CCN(C(=O)[C@H](Cc3ccc(O)cc3)n3cc([C@@H](N)CC(C)C)nn3)CC2)n1
→ -0.1 | 10%[57.1 µM] | -9% | -16% | -1%[57.1 µM] | -3 | -0.3 | 1 | -1%
[32] Clc1cccc(CN2CCN(c3nc4nonc4nc3NC3CC3)CC2)c1
→ 0.4 | -3% | 14% | -3% | -10% | 38* | -0.5 | 0 | 2%
[33] O=C(NNC(=S)NCc1ccccc1)c1ccc(Br)o1
→ 0.9 | 4% | 16% | -12% | -3% | 17 | -0.4 | -3 | 40%[activator]
[34] Cc1noc(C)c1COc1ccc(C(=O)Nc2ncccc2O)cc1
→ -0.2 | -6% | 0% | -9% | -4% | 16 | -0.2 | -4 | 2%
[35] O=C(CSc1nnc2ccc(-c3ccc(F)cc3)nn12)N1CCCC1
→ 0.0 | 8% | -1% | -17% | 25% | 2 | -0.7 | 3 | -10%
[36] CS(=O)(=O)N1CCN(CC2CC3C=CC2C3)CC1 (centres undefined)
→ 0.6 | 4% | 5% | 4% | 17% | 4 | -0.5 | -6 | -16%
[37] CC(C)CCNC(=O)c1ccc(Cl)c(NC(=O)c2ccccc2F)c1
→ -0.3 | / | / | / | / | -14 | -0.9 | 20 | /
[38] O=c1cc(CN2CCN(c3ccccc3)CC2)nc2scc(-c3ccccc3)n12
→ 1.8 | 7%[57.1 µM] | 1% | -1% | 20%[57.1 µM] | -6 | -0.2 | -15 | 6%
[39] CCN(C(=O)COC(=O)C12CC3CC(CC(O)(C3)C1)C2)c1c(N)n(Cc2ccccc2)c(=O)[nH]c1=O
→ / | 3% | -3% | -6% | 7% | / | / | / | 5%
[40] CC(=O)Nc1ccc(SCC(=O)Nc2cc(C(C)(C)C)nn2-c2ccccc2)cc1
→ 1.3 | 0% | 4% | -7% | 18% | -2 | -0.5 | 1 | 0%
[41] CCCCOC(=O)c1ccc(NC(=O)c2c(Cl)ccc(Cl)c2OC)cc1
→ 0.8 | -7% | -1% | -10% | -1% | -15 | 0.7 | 1 | 96%[activator]
[42] COc1ccccc1NC(=O)CSc1ccc(-c2ccc(-n3cccn3)cc2)nn1
→ 0.0 | 13%[11.4 µM] | 5% | -15% | 7%[11.4 µM] | 0 | -0.2 | 1 | 25%
[43] CCOc1ccc(-c2cccc(NC(=O)c3ccc(Br)o3)c2)nn1
→ -0.6 | 4% | 3% | -8% | -21% | -5 | -0.8 | 2 | 10%
[44] CCn1c(CCNC(=O)c2cccs2)nnc1SCC(=O)c1ccc(OC)cc1
→ / | 6% | 10% | -14% | ? | / | / | / | -2%
[45] O=C(COC(=O)C1C2CC3OC(=O)C1C3C2)Nc1ccc(Br)cc1 (centres undefined)
→ -1.5 | -1% | 1% | -15% | 2% | -5 | -1.9 | -3 | 1%
[46] Cc1cccc(C)c1NC(=O)c1sc(-n2nc(C)c(Cc3ccccc3)c2C)nc1C
→ -0.9 | -2% | 5% | ? | 21% | / | 0.6 | 3 | 0%
[47] CCCCN(C)C(=O)CSc1nc(NCc2ccc(OC)cc2)c2ccccc2n1
→ 3.7 | 6% | 6% | -10% | 9% | -2 | -1.1 | 1 | 6%
[48] CN(C)c1nc(Nc2ccccc2)nc(Oc2ccc(=O)[nH]n2)n1
→ 0.1 | -3% | -2% | -8% | 7% | -6 | 0.0 | 1 | 8%
[49] CCCN(Cc1nnc(-c2cccs2)o1)C(=O)c1cc(S(=O)(=O)N2CCOCC2)ccc1C
→ 0.4 | 0% | 7% | -10% | 19% | -6 | -0.3 | 9 | -1%
[50] CCN(C(=O)COC(=O)c1[nH]c(C)c(C(C)=O)c1C)C1CCS(=O)(=O)C1 (centres undefined)
→ 0.9 | -3%[57.1 µM] | -2% | 1% | -5%[57.1 µM] | 15 | 0.5 | -8 | 1%

Bioassay records (PubChem)
